Screens: PubChem, several laboratories
Rev-erbA mod = modulators of human Rev-erb alpha DNA binding; P20393; Rev-erbα–FITC-DNA binding, fluorescence polarization, 90 min; activity, % at 10 µM; actives 0.79% (n = 370,000); AID 1259318;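 active = activity above about 14%, limit read from the data; passing the limit was not always enough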;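 note: 0% = DMSO wells with 35 nM protein and 100% = DMSO wells with 750 nM protein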
PLCg1 inh = blocks human PLC-gamma1 enzyme activity; actives 0.84% (n = 370,000); AID 720700; purified PLC-gamma1, fluorogenic substrate, fluorescence; inhibition, % at 12.2 µM; in the data active = inhibition above about 9.5%
Tn6 DDE FP = DD(E)-Tn6 binding inhibition, primary FP screen. Fibrin DD(E) TRITC-Tn6 fluorescence polarization displacement. inhibition, % at 8.3 µM. actives 0.21% (n = 370,000). AID 720509;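 active = inhibition above a per-campaign cutoff: mean of compounds within control limits plus 3 SD, cut at about 15% in these data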;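 note: 0% = median of all compound wells on the plate and 100% = blocking peptide control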
HGIII-sPLA2 inh = Inhibits HGIII-sPLA2 liposome hydrolysis, primary screen; QFRET BODIPY PC-A2 liposome hydrolysis, fluorescence; inhibition, % at 12.2 µM; actives 0.56% (n = 370,000); AID 743126;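 active = inhibition above mean plus 3 SD of compounds lying within the high and low control bounds, cut at about 19% in these data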;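 note: 0% = median of test compound wells and 100% = no enzyme DMSO wells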
Target sequence (Q9NZ20 whole entry, looked up): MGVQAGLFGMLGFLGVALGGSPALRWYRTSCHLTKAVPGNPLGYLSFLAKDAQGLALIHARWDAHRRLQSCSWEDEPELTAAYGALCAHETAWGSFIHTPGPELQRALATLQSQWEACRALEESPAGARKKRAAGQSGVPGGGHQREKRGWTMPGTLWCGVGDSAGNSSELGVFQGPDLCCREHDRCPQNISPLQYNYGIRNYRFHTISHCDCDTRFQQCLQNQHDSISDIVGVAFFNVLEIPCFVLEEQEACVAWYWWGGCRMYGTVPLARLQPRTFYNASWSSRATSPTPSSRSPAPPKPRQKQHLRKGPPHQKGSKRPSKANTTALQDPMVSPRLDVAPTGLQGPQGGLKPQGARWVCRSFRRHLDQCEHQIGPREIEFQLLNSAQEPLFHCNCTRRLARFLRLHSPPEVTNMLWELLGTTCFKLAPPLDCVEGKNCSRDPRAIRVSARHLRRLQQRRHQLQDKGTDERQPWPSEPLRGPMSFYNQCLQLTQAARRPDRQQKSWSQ
ARFGAP1 inhibitor = rat ARFGAP1 inhibition; Q62848; Arfgap1-stimulated ARF1 GTP hydrolysis, GDP FP detection; inhibition, % at 16.5 µM; actives 0.26% (n = 360,000);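 active = inhibition above a per-plate limit, mean inhibition of low control wells plus 3 SD, cut at about 25% in these data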;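 note: 0% = DMSO wells with enzyme and 100% = wells lacking Arfgap1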
Target sequence (Q62848 1-136 limits assumed): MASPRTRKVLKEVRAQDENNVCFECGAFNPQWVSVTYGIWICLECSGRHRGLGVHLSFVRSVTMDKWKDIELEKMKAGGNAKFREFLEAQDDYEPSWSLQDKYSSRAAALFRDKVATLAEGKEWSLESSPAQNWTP
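system = rat Arfgap1 catalytic domain, aa 1-136 | technique = FP, GDP Alexa 633 tracer displaced from anti-GDP antibody, 620/688 nm | compound = one concentration, 16.5 µM, DMSO 1.26% | medium = HEPES-based buffer, pH 7.5 | timing = compound-enzyme preincubation 20 min, reaction 120 min, detection 60 min, 25 °C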
Tn7 DDE FP = disrupts Tn7 cyclic peptide binding to fibrin D-Dimer-E complex. FP displacement of FITC-Tn7 peptide from fibrin DD(E); 0% = median of compound wells per plate. actives 0.13% (n = 370,000). inhibition, % at 8.3 µM. P02675;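 active = inhibition above the mean of compounds falling within the control limits plus 3 SD of them, cut at about 14% in these data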;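 note: 0% = plate median of compound wells and 100% = 10 µM Aha-Tn7 peptide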
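Assay system: Human clot-derived fibrin DD(E) complex | Buffer or medium: Tris/NaCl/CaCl2 buffer, pH 7.8 | Repeats: One replicate per compound | Benchmarks: Aha-Tn7 high control | Measure: % inhibition scaled between sample-field median and high-control FP | Schedule: 10 min plus 3 h, room temperature | Signal: Fluorescence polarization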
PLCb3 inh = blocks human PLC-beta3 enzyme activity; Q01970; inhibition, % at 12.2 µM; Purified PLC-beta3, fluorogenic substrate, fluorescence; actives 0.18% (n = 370,000); in the data active = inhibition above about 11%;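 note: 0% = median of compound wells on plate and 100% = full blocker control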
ASAP1 inh = ASAP1 ArfGAP inhibition. Q9ULH1. ASAP1-stimulated ARF1 GTP hydrolysis, GDP FP detection. inhibition, % at 16.5 µM. actives 0.19% (n = 360,000); in the data active = inhibition above about 25%;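 note: 0% = vehicle with enzyme and substrate and 100% = no enzyme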
UHRF1 binding = UHRF1 methyl-DNA binding inhibition. Q96T88. UHRF1 binding to methylated oligo, TR-FRET. inhibition, % at 4.4 µM. actives 0.75% (n = 370,000); in the data active = inhibition above about 21%;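 note: UHRF1 SRA domain binding a hemimethylated CpG hairpin DNA probe; 0% = median of test compound wells and 100% = reference inhibitor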
KLK7 zymogen act = activates the human kallikrein-7 zymogen; purified proKLK7, EDANS-DABCYL substrate fluorescence; 100% is mature enzyme control, 0% vehicle; activation, % at 7 µM; actives 0.9% (n = 370,000);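 active = activation above the mean of all tested compounds plus 3 SD, computed per campaign excluding outliers beyond control limits, cut at about 13% in these data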
Target sequence (P49862 whole entry, looked up): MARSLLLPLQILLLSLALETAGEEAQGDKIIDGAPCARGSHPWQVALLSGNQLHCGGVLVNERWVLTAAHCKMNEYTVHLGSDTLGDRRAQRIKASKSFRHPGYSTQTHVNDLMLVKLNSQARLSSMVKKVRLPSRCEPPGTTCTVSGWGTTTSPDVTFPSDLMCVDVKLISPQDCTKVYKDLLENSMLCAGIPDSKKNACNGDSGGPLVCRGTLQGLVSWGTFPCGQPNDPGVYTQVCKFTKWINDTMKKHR
* marks the source's active call; other numbers are inactive results.

Cc1ccc(CNC(=O)c2cc(Cl)cc(Cl)c2)n1C was read as Rev-erbA mod -2, PLCg1 inh -15, Tn6 DDE FP -10, HGIII-sPLA2 inh -2, ARFGAP1 inhibitor -9, Tn7 DDE FP -5, PLCb3 inh -25, ASAP1 inh 5, UHRF1 binding -1 and KLK7 zymogen act 0.7.
O=C(C=Cc1ccco1)N1CCOCC1 was read as Rev-erbA mod 0, PLCg1 inh -8, Tn6 DDE FP -2, HGIII-sPLA2 inh 4, ARFGAP1 inhibitor -4, Tn7 DDE FP -2, PLCb3 inh -8, ASAP1 inh 9, UHRF1 binding -5 and KLK7 zymogen act -0.1.
Screening O=C(CN1C(=O)c2ccccc2C1=O)NCc1ccncc1 returned Rev-erbA mod 0, PLCg1 inh -4, Tn6 DDE FP 3, HGIII-sPLA2 inh -1, ARFGAP1 inhibitor -1, Tn7 DDE FP 3, PLCb3 inh 0, ASAP1 inh -2, UHRF1 binding 4 and KLK7 zymogen act -0.2.
For Cc1ccc(O)c(C(=O)c2cc(C#N)c(=O)n(-c3c(C)n(C)n(-c4ccccc4)c3=O)c2)c1 the results were Rev-erbA mod 0, PLCg1 inh -6, Tn6 DDE FP 0, HGIII-sPLA2 inh -23, ARFGAP1 inhibitor -6, Tn7 DDE FP -7, PLCb3 inh -6, ASAP1 inh 10, UHRF1 binding -4 and KLK7 zymogen act 1.6.
`COc1ccc(N/C=C\C(=O)c2ccc3c(c2)OCO3)cc1` gave Rev-erbA mod 2, PLCg1 inh -13, Tn6 DDE FP -4, HGIII-sPLA2 inh 3, ARFGAP1 inhibitor -1, Tn7 DDE FP 5, PLCb3 inh -13, ASAP1 inh -12, UHRF1 binding 1 and KLK7 zymogen act 0.4.
For CCCc1nnc(NC(=O)C2CCN(C(=O)c3ccco3)CC2)s1 the results were Rev-erbA mod -3, PLCg1 inh -1, Tn6 DDE FP -3, HGIII-sPLA2 inh -2, ARFGAP1 inhibitor -8, Tn7 DDE FP -5, PLCb3 inh -6, ASAP1 inh -11, UHRF1 binding -2 and KLK7 zymogen act 0.1.
CCOC(=O)c1ccccc1NS(=O)(=O)c1ccc(OCC)cc1 was read as Rev-erbA mod 0, PLCg1 inh -12, Tn6 DDE FP 13, HGIII-sPLA2 inh -10, ARFGAP1 inhibitor -5, Tn7 DDE FP 4, PLCb3 inh -17, ASAP1 inh 1, UHRF1 binding 0 and KLK7 zymogen act -0.5.
For Cc1cccc(CN2CCN(C3CN(CCc4ccccc4)S(=O)(=O)C3)CC2)c1 (centres undefined) the results were Rev-erbA mod 1, PLCg1 inh 9, Tn6 DDE FP -2, HGIII-sPLA2 inh -5, ARFGAP1 inhibitor -1, Tn7 DDE FP -3, PLCb3 inh 3, ASAP1 inh 8, UHRF1 binding 1 and KLK7 zymogen act 0.1.
`COc1cc(C(=O)NC(C)c2cc(C)ccc2C)ccc1OCC(=O)N1CCOCC1` (centres undefined) gave Rev-erbA mod 0, PLCg1 inh 0, Tn6 DDE FP 11, HGIII-sPLA2 inh 3, ARFGAP1 inhibitor 0, Tn7 DDE FP 4, PLCb3 inh -5, ASAP1 inh -6, UHRF1 binding 4 and KLK7 zymogen act -0.2.
NNC(=O)c1n[nH]c(=O)c2ccccc12 was read as Rev-erbA mod 4, PLCg1 inh -3, Tn6 DDE FP 3, HGIII-sPLA2 inh -11, ARFGAP1 inhibitor -11, Tn7 DDE FP 5, PLCb3 inh -14, ASAP1 inh 1, UHRF1 binding -2 and KLK7 zymogen act 0.1.

Continued, starting with the last 2 of the part before.
`COc1cc(C(=O)NC(C)c2cc(C)ccc2C)ccc1OCC(=O)N1CCOCC1` (centres undefined) gave Rev-erbA mod 0, PLCg1 inh 0, Tn6 DDE FP 11, HGIII-sPLA2 inh 3, ARFGAP1 inhibitor 0, Tn7 DDE FP 4, PLCb3 inh -5, ASAP1 inh -6, UHRF1 binding 4 and KLK7 zymogen act -0.2.
NNC(=O)c1n[nH]c(=O)c2ccccc12 was read as Rev-erbA mod 4, PLCg1 inh -3, Tn6 DDE FP 3, HGIII-sPLA2 inh -11, ARFGAP1 inhibitor -11, Tn7 DDE FP 5, PLCb3 inh -14, ASAP1 inh 1, UHRF1 binding -2 and KLK7 zymogen act 0.1.
Screening OCCC1CN(Cc2ccccc2O)CCN1CCc1ccccc1 (centres undefined) returned Rev-erbA mod 1, PLCg1 inh -6, Tn6 DDE FP 12, HGIII-sPLA2 inh 2, ARFGAP1 inhibitor 2, Tn7 DDE FP 1, PLCb3 inh -8, ASAP1 inh -8, UHRF1 binding 0 and KLK7 zymogen act 0.2.
CC1=CC(=O)C=CC1=Nc1ccc(N(C)C)cc1 was read as Rev-erbA mod -3, PLCg1 inh -4, Tn6 DDE FP 22*, HGIII-sPLA2 inh 11, ARFGAP1 inhibitor -11, Tn7 DDE FP -7, PLCb3 inh -20, ASAP1 inh -14, UHRF1 binding 1 and KLK7 zymogen act 0.2.
For COc1ccc(NC(=O)C2Cc3c(-c4cccc(C(C)=O)c4)ccnc3O2)cc1OC (centres undefined) the results were Rev-erbA mod 4, PLCg1 inh 2, Tn6 DDE FP -7, HGIII-sPLA2 inh 11, ARFGAP1 inhibitor -5, Tn7 DDE FP 7, PLCb3 inh 0, ASAP1 inh -1, UHRF1 binding 1 and KLK7 zymogen act 0.2.
`COc1ccc(-n2nc3c(c2NC(=O)c2ccc4c(c2)OCO4)CS(=O)(=O)C3)cc1` gave Rev-erbA mod 10, PLCg1 inh -1, Tn6 DDE FP -7, HGIII-sPLA2 inh 0, ARFGAP1 inhibitor -3, Tn7 DDE FP -9, PLCb3 inh -8, ASAP1 inh 6, UHRF1 binding -1 and KLK7 zymogen act -0.2.
Cc1ccc(O)c(C(=O)c2cc(C(=O)NCCc3ccccc3)c(=O)n(CCc3ccccc3)c2)c1 was read as Rev-erbA mod -3, PLCg1 inh -4, Tn6 DDE FP -12, HGIII-sPLA2 inh -10, ARFGAP1 inhibitor 6, Tn7 DDE FP -11, PLCb3 inh -7, ASAP1 inh 2, UHRF1 binding 1 and KLK7 zymogen act 0.0.
COc1cccc(C(=O)Nc2ccc(NC(=O)C3CCCCC3)nc2)c1 was read as Rev-erbA mod 1, PLCg1 inh 3, Tn6 DDE FP 4, HGIII-sPLA2 inh 1, ARFGAP1 inhibitor -1, Tn7 DDE FP 6, PLCb3 inh -1, ASAP1 inh 6, UHRF1 binding -1 and KLK7 zymogen act -0.1.
CCOCc1c(C(=O)N2CCN(Cc3ccc(Br)s3)CC2)oc2ccccc12 was read as Rev-erbA mod 11, PLCg1 inh -1, Tn6 DDE FP -4, HGIII-sPLA2 inh -1, ARFGAP1 inhibitor -2, Tn7 DDE FP 7, PLCb3 inh -4, ASAP1 inh -3, UHRF1 binding -3 and KLK7 zymogen act 0.3.
`Nc1nc(-c2ccco2)nn1C(=O)c1ccc(Cl)cc1` gave Rev-erbA mod -6, PLCg1 inh 9.8*, Tn6 DDE FP 6, HGIII-sPLA2 inh 9, ARFGAP1 inhibitor 2, Tn7 DDE FP -9, PLCb3 inh 5, ASAP1 inh -2, UHRF1 binding 4 and KLK7 zymogen act -0.4.
Screening CC(=O)c1cccc(NC(=O)c2cc(-n3cnnc3)ccc2Cl)c1 returned Rev-erbA mod 1, PLCg1 inh 1, Tn6 DDE FP -5, HGIII-sPLA2 inh 6, ARFGAP1 inhibitor 1, Tn7 DDE FP -7, PLCb3 inh -1, ASAP1 inh 2, UHRF1 binding -3 and KLK7 zymogen act 0.3.
For COc1ccc(-c2nnc(SC)o2)c(OC)c1 the results were Rev-erbA mod -1, PLCg1 inh 2, Tn6 DDE FP 5, HGIII-sPLA2 inh -1, ARFGAP1 inhibitor -2, Tn7 DDE FP 0, PLCb3 inh 7, ASAP1 inh 4, UHRF1 binding 2 and KLK7 zymogen act -0.1.
COC(=O)C1N2C(=O)[C@@H](NC(=O)COc3ccccc3)[C@H]2SC1(C)C (some centres undefined) was read as Rev-erbA mod -2, PLCg1 inh 2, Tn6 DDE FP 3, HGIII-sPLA2 inh 5, ARFGAP1 inhibitor -7, Tn7 DDE FP 0, PLCb3 inh 2, ASAP1 inh 3, UHRF1 binding -2 and KLK7 zymogen act -0.2.
COc1ccc2cc(C(=O)N3CCN(c4ccccc4F)CC3)[nH]c2c1 was read as Rev-erbA mod 3, PLCg1 inh -4, Tn6 DDE FP -2, HGIII-sPLA2 inh -4, ARFGAP1 inhibitor 2, Tn7 DDE FP -3, PLCb3 inh -9, ASAP1 inh 13, UHRF1 binding 0 and KLK7 zymogen act -0.8.
Screening Cc1ccc(Cl)cc1N1CCN(C(=O)Cn2ncn3cccc3c2=O)CC1 returned Rev-erbA mod 1, PLCg1 inh 3, Tn6 DDE FP 5, HGIII-sPLA2 inh 5, ARFGAP1 inhibitor 3, Tn7 DDE FP -5, PLCb3 inh 0, ASAP1 inh 1, UHRF1 binding 1 and KLK7 zymogen act -0.1.
Screening Cc1ccccc1OCCSc1nnc(-c2cccnc2)n1N returned Rev-erbA mod 5, PLCg1 inh 1, Tn6 DDE FP 5, HGIII-sPLA2 inh -1, ARFGAP1 inhibitor -8, Tn7 DDE FP -3, PLCb3 inh 1, ASAP1 inh -16, UHRF1 binding -3 and KLK7 zymogen act -0.3.
`Fc1ccc(/C=N/Nc2nnnn2-c2ccccc2)cc1` gave Rev-erbA mod 3, PLCg1 inh 1, Tn6 DDE FP 0, HGIII-sPLA2 inh 0, ARFGAP1 inhibitor -9, Tn7 DDE FP -5, PLCb3 inh -2, ASAP1 inh 0, UHRF1 binding 2 and KLK7 zymogen act 0.6.
Screening COc1ccccc1NC(=O)COC(=O)c1c[nH]c(=O)[nH]c1=O returned Rev-erbA mod -1, PLCg1 inh 4, Tn6 DDE FP -11, HGIII-sPLA2 inh -1, ARFGAP1 inhibitor 1, Tn7 DDE FP -5, PLCb3 inh -6, ASAP1 inh 3, UHRF1 binding -1 and KLK7 zymogen act -0.2.
Screening Cn1c(=O)n(C)c2cc(C(=O)O)ccc21 returned Rev-erbA mod -2, PLCg1 inh 2, Tn6 DDE FP 10, HGIII-sPLA2 inh 12, ARFGAP1 inhibitor 3, Tn7 DDE FP 3, PLCb3 inh 0, ASAP1 inh 8, UHRF1 binding 2 and KLK7 zymogen act 0.2.
`CC(C)(C)NC(=O)C1c2ccccc2OCC(=O)N1CCCN1CCOCC1` (centres undefined) gave Rev-erbA mod 0, PLCg1 inh 2, Tn6 DDE FP -11, HGIII-sPLA2 inh 10, ARFGAP1 inhibitor -4, Tn7 DDE FP 0, PLCb3 inh 0, ASAP1 inh -1, UHRF1 binding 1 and KLK7 zymogen act 0.6.
NS(=O)(=O)c1cccc(NC(=O)COC(=O)Cc2ccc(S(=O)(=O)N3CCOCC3)s2)c1 was read as Rev-erbA mod 1, PLCg1 inh -2, Tn6 DDE FP 6, HGIII-sPLA2 inh -40, ARFGAP1 inhibitor 7, Tn7 DDE FP 0, PLCb3 inh -11, ASAP1 inh 5, UHRF1 binding 0 and KLK7 zymogen act -0.6.
